Screening results (PubChem BioAssay)
EP2 modulator = EP2 receptor modulators, cAMP readout, primary screen, cell-based, HTRF cAMP, PGE2 stimulation; EP2-expressing cells, cAMP HTRF FRET, PGE2 co-stimulation; induction, % at 25 µM; 260,000 tested, 0.83% active; AID 940, 2007;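 active = compounds whose cAMP rise, as percent of the full-agonist control response, exceeds 60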;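 also: rat C6 glioma line stably carrying human EP2 under a CMV promoter; the protocol text gives 20 µM as final concentration; 100% = response of wells given 1 µM PGE2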
eIF4E-4G inh = eIF4E–eIF4G protein interaction inhibitors, primary screen, biochemical, uHTS, TR-FRET, eIF4GI fragment; AID 782, 2007; TR-FRET eIF4E-eIF4GI(517-606) binding, 2 h; 220,000 tested, 0.37% active; inhibition, % at 21.7 µM;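 active = inhibition above about 30%, limit read from the data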;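 also: 0% = full FRET control wells and 100% = background wells lacking eIF4GI fragment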
Target sequence (P63073 whole entry, looked up, the tested form may be a part): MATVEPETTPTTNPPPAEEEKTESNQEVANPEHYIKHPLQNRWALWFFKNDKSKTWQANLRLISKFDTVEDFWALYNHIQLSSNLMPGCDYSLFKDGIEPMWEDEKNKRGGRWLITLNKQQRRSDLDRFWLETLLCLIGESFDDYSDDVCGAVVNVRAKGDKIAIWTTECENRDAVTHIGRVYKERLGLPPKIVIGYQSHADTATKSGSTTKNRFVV
Target sequence (Q04637 whole entry, looked up, the tested form may be a part): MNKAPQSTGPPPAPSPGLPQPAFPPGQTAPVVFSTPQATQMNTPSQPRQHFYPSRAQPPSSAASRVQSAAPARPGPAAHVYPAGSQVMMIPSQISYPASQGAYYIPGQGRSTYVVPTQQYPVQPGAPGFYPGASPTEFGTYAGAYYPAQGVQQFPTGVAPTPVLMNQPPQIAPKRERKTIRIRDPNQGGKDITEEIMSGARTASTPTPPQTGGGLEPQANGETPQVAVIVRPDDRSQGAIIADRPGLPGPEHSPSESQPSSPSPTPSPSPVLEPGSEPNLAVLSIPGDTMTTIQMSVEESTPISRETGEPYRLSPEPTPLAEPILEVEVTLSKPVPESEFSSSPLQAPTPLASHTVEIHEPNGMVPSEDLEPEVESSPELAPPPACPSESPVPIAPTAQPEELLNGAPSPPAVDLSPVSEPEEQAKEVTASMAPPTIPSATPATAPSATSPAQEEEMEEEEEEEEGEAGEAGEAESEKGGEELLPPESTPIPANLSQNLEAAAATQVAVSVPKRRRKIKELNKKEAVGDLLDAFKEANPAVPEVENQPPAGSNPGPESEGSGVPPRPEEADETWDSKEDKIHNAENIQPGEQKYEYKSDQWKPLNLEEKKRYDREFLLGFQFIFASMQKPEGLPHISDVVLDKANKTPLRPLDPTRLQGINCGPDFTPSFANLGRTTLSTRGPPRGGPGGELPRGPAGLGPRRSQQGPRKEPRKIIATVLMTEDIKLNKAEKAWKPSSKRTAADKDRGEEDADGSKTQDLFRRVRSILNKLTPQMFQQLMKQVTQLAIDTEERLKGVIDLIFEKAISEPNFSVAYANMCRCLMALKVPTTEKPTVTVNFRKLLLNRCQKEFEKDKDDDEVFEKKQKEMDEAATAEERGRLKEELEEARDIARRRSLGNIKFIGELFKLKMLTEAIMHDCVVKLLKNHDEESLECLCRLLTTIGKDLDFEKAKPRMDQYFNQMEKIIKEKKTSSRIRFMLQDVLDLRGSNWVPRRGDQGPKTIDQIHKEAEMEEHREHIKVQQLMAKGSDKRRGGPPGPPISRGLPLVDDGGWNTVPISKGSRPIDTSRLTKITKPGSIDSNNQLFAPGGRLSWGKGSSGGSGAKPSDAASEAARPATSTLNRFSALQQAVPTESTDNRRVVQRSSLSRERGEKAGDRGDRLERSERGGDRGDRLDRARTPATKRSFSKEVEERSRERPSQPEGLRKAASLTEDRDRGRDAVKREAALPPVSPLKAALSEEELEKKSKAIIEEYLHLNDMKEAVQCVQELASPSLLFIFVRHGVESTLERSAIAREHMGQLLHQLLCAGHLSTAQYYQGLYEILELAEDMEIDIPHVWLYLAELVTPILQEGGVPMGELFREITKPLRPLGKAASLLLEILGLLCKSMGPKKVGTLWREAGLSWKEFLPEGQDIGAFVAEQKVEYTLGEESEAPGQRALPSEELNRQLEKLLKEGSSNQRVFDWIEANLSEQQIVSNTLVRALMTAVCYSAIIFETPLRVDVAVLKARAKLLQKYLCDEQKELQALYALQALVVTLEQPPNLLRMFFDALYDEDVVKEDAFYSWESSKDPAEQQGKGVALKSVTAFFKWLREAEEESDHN
S1P4 agonist = S1P4 receptor agonists, primary screen, cell-based. Sphingosine 1-phosphate receptor 4 (Homo sapiens), O95977. S1P4-expressing cell line, agonist reporter assay. activation, % at 4.98 µM. 220,000 tested, 0.35% active; in the data active = activation above about 11%;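 also: 0% = DMSO vehicle and 100% = reference agonist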
NPY-Y1 antag = NPY-Y1 receptor antagonists, primary screen, cell-based; 200,000 tested, 1% active; Neuropeptide Y receptor type 1 (Homo sapiens), P25929; AID 1040, 2008; inhibition, % at 3.6 µM; HEK293-CNG Y1 cells, membrane potential fluorescence; NPY at EC95, then isoproterenol;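 active = inhibition above the campaign mean inhibition of all tested compounds plus 3 SD, cut at about 20% in these data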;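 also: 0% = DMSO wells given NPY plus isoproterenol and 100% = isoproterenol alone without NPY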
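Test system: HEK293 cells co-expressing NPY Y1 receptor and cyclic-nucleotide gated channel; Also added: NPY (25 nM), isoproterenol (1 µM), Ro 20-1724 (25 µM); Compound dosing: one concentration, 3.6 µM, in 0.4% DMSO; Timing: dye 3 h, compound 60 min room temperature, stimulation 45 min; Technique: Membrane-potential fluorescent dye readout.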
NPY2 pot ag = NPY-Y2 potentiators or agonists, primary screen, cell-based | Neuropeptide Y receptor type 2 (Homo sapiens), P49146 | cells expressing NPY-Y2, potentiator/agonist read-out | activation, % at 3.6 µM | 220,000 tested, 0.45% active; in the data active = activation above about 27%;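 also: cells stimulated with NPY near EC25 plus isoproterenol at EC100; 0% = vehicle plus submaximal agonist and 100% = vehicle plus saturating agonist; some results beyond the cut were filed as inactive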
EP2 antag = human EP2 receptor antagonists, primary screen, TR-FRET cAMP, C6 glioma cells. Prostaglandin E2 receptor EP2 subtype (Homo sapiens), P43116. inhibition, % at 25 µM. C6 glioma cells expressing human EP2; cells stimulated with saturating PGE2. 260,000 tested, 0.52% active;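 active = percent inhibition above 40 after rounding to a whole number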;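 also: rat C6 glioma host cells with rolipram phosphodiesterase inhibitor present; the protocol text gives 20 µM as final concentration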
NPY1 pot ag = NPY-Y1 receptor potentiators or agonists, primary screen, cell-based. Neuropeptide Y receptor type 1 (Homo sapiens), P25929. NPY-Y1 expressing cells, potentiator/agonist activation. activation, % at 3.6 µM. 220,000 tested, 0.37% active. AID 1304, 2008; in the data active = activation above about 33%, passing the limit was not always enough;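 also: cells stimulated with NPY at EC10 then isoproterenol at EC100; 0% = low agonist plus stimulus and 100% = saturating agonist plus stimulus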
p97 inhibitor = inhibitors of human p97 ATPase, primary screen, biochemical | Transitional endoplasmic reticulum ATPase (Homo sapiens), P55072 | recombinant p97 ATPase, Kinase-Glo ATP luminescence, 3 h | inhibition, % at 8 µM | 220,000 tested, 0.42% active | AID 1481, 2009; in the data active = inhibition above about 15%;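 also: 0% = DMSO vehicle and 100% = wells lacking enzyme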
S1P4 antagonist = S1P4 receptor antagonists, primary screen, cell-based; S1P4-expressing cells, antagonist mode, reporter read-out; inhibition, % at 4.98 µM; 220,000 tested, 0.26% active; AID 1510, 2009; in the data active = inhibition above about 29%;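 also: 0% = wells stimulated with agonist and 100% = vehicle wells without agonist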
* = called active by the depositor; [ ] = another dose, or the depositor's remark. The list is partial; the hit share may differ from the screen's.

A first look, four compounds:
Screening CCC(=O)NCCCCCCNC(=O)CC returned EP2 modulator -4.2, eIF4E-4G inh 5.7, S1P4 agonist -2.8, NPY-Y1 antag -0.3, NPY2 pot ag 1.7, EP2 antag 2.5, NPY1 pot ag -22.5, p97 inhibitor 1.9 and S1P4 antagonist -9.9.
`COc1ccc(CNCC(O)COCc2cccs2)cc1` (stereo unspecified) gave EP2 modulator 40.3, eIF4E-4G inh -1.6, S1P4 agonist -1.8, NPY-Y1 antag 0.8, NPY2 pot ag 8.2, EP2 antag 8.0, NPY1 pot ag 0.2, p97 inhibitor 1.6 and S1P4 antagonist -5.1.
`COC(=O)c1ccc(N2CCN(S(=O)(=O)c3ccc4ccccc4c3)CC2)c([N+](=O)[O-])c1` gave EP2 modulator 3.3, eIF4E-4G inh 9.5, S1P4 agonist -0.9, NPY-Y1 antag -1.9, NPY2 pot ag 3.2, EP2 antag 8.2, NPY1 pot ag 16.8, p97 inhibitor 1.2 and S1P4 antagonist -13.3.
O=S(=O)(/N=C(/Nc1ccc(F)cc1F)c1ccccc1)c1ccc(Br)cc1 was read as EP2 modulator 24.5, eIF4E-4G inh -1.1, S1P4 agonist -2.5, NPY-Y1 antag -5.3, NPY2 pot ag 12.2, EP2 antag 11.5, NPY1 pot ag 11.7, p97 inhibitor 6.8 and S1P4 antagonist -12.9.

The whole of this part (from the top)
Screening CCC(=O)NCCCCCCNC(=O)CC returned EP2 modulator -4.2, eIF4E-4G inh 5.7, S1P4 agonist -2.8, NPY-Y1 antag -0.3, NPY2 pot ag 1.7, EP2 antag 2.5, NPY1 pot ag -22.5, p97 inhibitor 1.9 and S1P4 antagonist -9.9.
`COc1ccc(CNCC(O)COCc2cccs2)cc1` (stereo unspecified) gave EP2 modulator 40.3, eIF4E-4G inh -1.6, S1P4 agonist -1.8, NPY-Y1 antag 0.8, NPY2 pot ag 8.2, EP2 antag 8.0, NPY1 pot ag 0.2, p97 inhibitor 1.6 and S1P4 antagonist -5.1.
`COC(=O)c1ccc(N2CCN(S(=O)(=O)c3ccc4ccccc4c3)CC2)c([N+](=O)[O-])c1` gave EP2 modulator 3.3, eIF4E-4G inh 9.5, S1P4 agonist -0.9, NPY-Y1 antag -1.9, NPY2 pot ag 3.2, EP2 antag 8.2, NPY1 pot ag 16.8, p97 inhibitor 1.2 and S1P4 antagonist -13.3.
O=S(=O)(/N=C(/Nc1ccc(F)cc1F)c1ccccc1)c1ccc(Br)cc1 was read as EP2 modulator 24.5, eIF4E-4G inh -1.1, S1P4 agonist -2.5, NPY-Y1 antag -5.3, NPY2 pot ag 12.2, EP2 antag 11.5, NPY1 pot ag 11.7, p97 inhibitor 6.8 and S1P4 antagonist -12.9.
CCn1cc(C(=O)Nc2sc(C)c(C)c2C(=O)OC)cn1 was read as EP2 modulator 1.4, eIF4E-4G inh 0.9[fluorescence artefact?], S1P4 agonist 0.3, NPY-Y1 antag 5.8, NPY2 pot ag -1.2, EP2 antag 7.2, NPY1 pot ag 9.3, p97 inhibitor -4.7 and S1P4 antagonist -17.0.
`O=C(CSCc1ccccc1Cl)NN1C(=O)c2ccccc2C1=O` gave EP2 modulator 4.8, eIF4E-4G inh -0.3, S1P4 agonist 1.9, NPY-Y1 antag 10.4, NPY2 pot ag -0.2, EP2 antag -0.9, NPY1 pot ag -11.2, p97 inhibitor -4.8 and S1P4 antagonist 0.4.
`Cc1ccc(C)c(NS(=O)(=O)c2cc(C(=O)Nc3ccccc3-c3ccccc3)ccc2C)c1` gave EP2 modulator 53.0, eIF4E-4G inh -9.1, S1P4 agonist 2.6, NPY-Y1 antag 4.7, NPY2 pot ag -40.7, EP2 antag 7.2, NPY1 pot ag 18.3, p97 inhibitor -4.4 and S1P4 antagonist -7.4.
`CCCn1c(=N)n(CCOc2ccc(OC)cc2)c2ccccc21` gave EP2 modulator 4.3, eIF4E-4G inh 0.9, S1P4 agonist 0.7, NPY-Y1 antag 16.3, NPY2 pot ag -14.3, NPY1 pot ag -14.2, p97 inhibitor -2.5 and S1P4 antagonist -21.9.
CCCn1c(C(C)NC(=O)c2ccccc2)nc2ccccc21 (stereo unspecified) was read as EP2 modulator 10.4, eIF4E-4G inh 1.4, S1P4 agonist 0.6, NPY-Y1 antag 1.3, NPY2 pot ag 7.0, EP2 antag 2.3, NPY1 pot ag -8.3, p97 inhibitor -4.0 and S1P4 antagonist -4.2.
For O=C(/C=C1\SC(=O)NC1=O)Nc1ccc(C(=O)O)cc1 the results were EP2 modulator 25.3, eIF4E-4G inh 5.8, S1P4 agonist 0.3, NPY2 pot ag -22.0, EP2 antag 7.8, NPY1 pot ag 17.8, p97 inhibitor 5.7 and S1P4 antagonist 4.7.
`CCCC(=O)Nc1ccc2c(c1)nc(CCN1CCCCC1)n2C` gave EP2 modulator 7.5, eIF4E-4G inh -1.1, S1P4 agonist 5.4, NPY2 pot ag 5.3, EP2 antag 13.9, NPY1 pot ag 14.1, p97 inhibitor 5.4 and S1P4 antagonist 8.7.
O=C(Nc1cc(F)c(Br)cc1F)c1ccc(Cl)cc1 was read as EP2 modulator -4.8, eIF4E-4G inh -1.9, S1P4 agonist -0.1, NPY2 pot ag -16.4, EP2 antag 2.5, NPY1 pot ag 2.0, p97 inhibitor 1.7 and S1P4 antagonist -14.0.
Screening O=C(COC(=O)c1cc2c(s1)CCCC2)Nc1ccc(Cl)cn1 returned EP2 modulator -8.7, eIF4E-4G inh -1.9, S1P4 agonist 0.5, NPY-Y1 antag 4.1, NPY2 pot ag 15.0, EP2 antag 8.7, NPY1 pot ag -3.0, p97 inhibitor 2.7 and S1P4 antagonist -18.2.
`N#Cc1ccc(CSc2nnc(-c3ccccc3)n2Cc2ccco2)cc1` gave EP2 modulator 11.2, eIF4E-4G inh -0.8, S1P4 agonist -0.8, NPY-Y1 antag 32.8*, NPY2 pot ag -17.0, EP2 antag 1.1, NPY1 pot ag 6.8, p97 inhibitor 0.8 and S1P4 antagonist -14.7.
For CN(CCCNC(=O)CSc1cc(=O)n(C)c2cc(Cl)ccc12)Cc1ccccc1 the results were EP2 modulator -9.4, eIF4E-4G inh 4.1, S1P4 agonist -1.5, NPY-Y1 antag 6.1, NPY2 pot ag -16.3, EP2 antag 11.3, NPY1 pot ag -15.2, p97 inhibitor 2.6 and S1P4 antagonist -5.6.
Screening COc1cccc2c(=O)c(SC(F)(F)C(F)C(F)(F)F)c(C)[nH]c12 (stereo unspecified) returned EP2 modulator -13.2, eIF4E-4G inh 6.8, S1P4 agonist 1.4, NPY-Y1 antag -4.0, NPY2 pot ag 5.4, EP2 antag 8.8, NPY1 pot ag 15.5, p97 inhibitor -5.5 and S1P4 antagonist -1.8.
For O=C(O)C=C1CCN(c2ncc(C(F)(F)F)cc2Cl)CC1 the results were EP2 modulator 32.8, eIF4E-4G inh -8.0, S1P4 agonist -0.3, NPY-Y1 antag 2.3, NPY2 pot ag 0.6, EP2 antag 8.1, NPY1 pot ag -9.1, p97 inhibitor -0.3 and S1P4 antagonist -13.5.
`CCc1cccc(CC)c1NC(=O)Cn1c(-c2ccccc2Cl)nc2ccccc21` gave EP2 modulator -15.8, eIF4E-4G inh 5.0[fluorescence artefact?], S1P4 agonist 0.9, NPY-Y1 antag 8.5, NPY2 pot ag -3.9, EP2 antag 2.4, NPY1 pot ag -2.1, p97 inhibitor -2.6 and S1P4 antagonist 1.5.
Cc1nc(SCC(=O)Nc2nc3ccccc3s2)c(C#N)c(C)c1C was read as EP2 modulator -35.7, eIF4E-4G inh 8.4[fluorescence artefact?], S1P4 agonist -0.3, NPY-Y1 antag -1.0, NPY2 pot ag 15.1, EP2 antag 3.6, NPY1 pot ag -21.6, p97 inhibitor 0.0 and S1P4 antagonist -12.3.
O=C(CCc1nnc(-c2ccc3c(c2)OCO3)o1)NC(c1cccnc1)C(F)(F)F (stereo unspecified) was read as EP2 modulator -1.4, eIF4E-4G inh 0.2, S1P4 agonist 0.3, NPY-Y1 antag 5.5, NPY2 pot ag -13.0, EP2 antag 12.5, NPY1 pot ag -16.7, p97 inhibitor -0.2 and S1P4 antagonist -13.2.
For Cc1cccc(OCC(=O)N/N=C/c2ccc3c(c2)OCO3)c1 the results were EP2 modulator -42.0, eIF4E-4G inh 1.1, S1P4 agonist 0.1, NPY-Y1 antag 11.7, NPY2 pot ag -29.6, EP2 antag 5.1, NPY1 pot ag -11.8, p97 inhibitor 1.1 and S1P4 antagonist 14.5.
O=c1[nH]c2ccccc2c(=O)n1Cc1ccccc1 was read as EP2 modulator 2.1, eIF4E-4G inh 1.4, S1P4 agonist -0.1, NPY-Y1 antag -0.6, NPY2 pot ag -2.0, EP2 antag 10.5, NPY1 pot ag -7.2, p97 inhibitor -2.3 and S1P4 antagonist -1.0.
`O=C(NNC(=O)C1CCN(c2ncccn2)CC1)c1ccc(Cl)cc1` gave EP2 modulator 16.4, eIF4E-4G inh 1.4, S1P4 agonist 0.7, NPY-Y1 antag 2.0, NPY2 pot ag 0.6, EP2 antag 3.2, NPY1 pot ag -3.1, p97 inhibitor -2.1 and S1P4 antagonist -12.5.
Screening CC(=O)N1CCc2cc(S(=O)(=O)CCC(=O)Nc3c(C)n(C)n(-c4ccccc4)c3=O)ccc21 returned EP2 modulator 11.8, eIF4E-4G inh -4.6[fluorescence artefact?], S1P4 agonist 0.1, NPY-Y1 antag -3.9, NPY2 pot ag 4.7, EP2 antag 11.1, NPY1 pot ag -4.7, p97 inhibitor -2.7 and S1P4 antagonist -20.2.
For O=C(Nc1ccccc1)N1CCCC1 the results were EP2 modulator 20.9, eIF4E-4G inh -11.2, S1P4 agonist 2.0, NPY-Y1 antag -2.8, NPY2 pot ag -29.9, EP2 antag 9.6, NPY1 pot ag -2.6, p97 inhibitor -1.8 and S1P4 antagonist -8.4.
Screening CO/N=C/C(=N\Nc1ccccc1)C(=O)c1ccccc1 returned EP2 modulator 84.3*, eIF4E-4G inh 4.5, S1P4 agonist 1.6, NPY-Y1 antag 14.2, NPY2 pot ag -2.2, EP2 antag 2.0, NPY1 pot ag 2.6, p97 inhibitor 3.3 and S1P4 antagonist -19.4.
COC(=O)c1sc(NC(=O)c2ccco2)c(C#N)c1C was read as EP2 modulator 8.2, eIF4E-4G inh -3.8, S1P4 agonist 1.1, NPY2 pot ag -4.8, EP2 antag 0.4, NPY1 pot ag 16.4, p97 inhibitor 1.8 and S1P4 antagonist -6.5.
`O=C(/C=C/c1ccccc1)NCCC1=CCCCC1` gave EP2 modulator -17.8, eIF4E-4G inh 0.0, S1P4 agonist 3.6, NPY-Y1 antag 6.6, NPY2 pot ag -13.9, EP2 antag 5.5, NPY1 pot ag -7.8, p97 inhibitor 2.5 and S1P4 antagonist -4.1.
